Screening results as filed in PubChem.
Rac1 mut GTP – human Rac1 activated mutant GTP binding change; P63000; GST-Rac1 activated beads, fluorescent GTP binding, flow cytometry; actives lie on both sides; 100% means binding = to untreated wells; percent activity (GTP binding), % at 10 µM; 190,000 tested, 0.11% active;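 active means GTP binding at least 20 percentage points away from the 100% baseline, in either direction, so actives lie on both sides; inconclusive means Compound likely fluorescent itself, or too few beads counted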
Avidin fluor – compound fluoresces at 488/530 nm on avidin beads. fluorescence (KMESF) at 10 µM. 220,000 tested, 0.38% active. compound fluorescence 488/530 nm, flow cytometry; hits give high values. AID 1775; in the data active means fluorescence above about 47; further: inactives centre near 10
Rab7 wt modul – dog Rab7 wildtype GTP binding, inhibitors and activators | GST-Rab7 beads, fluorescent GTP binding, flow cytometry; actives lie on both sides; untreated = 100%, excess cold GTP = 0% | AID 758 | 190,000 tested, 0.055% active | GTP binding activity (percent of control), % at 10 µM;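 active means fluorescent GTP binding to Rab7 beads changed by at least 20 points from the 100% baseline, either direction, mostly lower; inconclusive means compound itself probably fluorescent, or too few beads counted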;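 further: median green fluorescence of bound Bodipy-FL-GTP per Rab7 bead population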
Pf gamet viab – kills late stage P. falciparum gametocytes. P. falciparum stage V gametocytes, ATP luminescence, 24 h. inhibition, % at 10.9 µM. 150,000 tested, 0.065% active. AID 743093;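 active means inhibition above the mean plus 3 SD of compounds within the control limits, set per campaign, cut at about 38% in these data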;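 further: 0% = DMSO wells and 100% = medium only without gametocytes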
ABCG2 block – human ABCG2 inhibition, ABCB1 as counter-screen. inhibition, % at 6.6 µM. 190,000 tested, 0.1% active. IgMXP3 cells, JC-1 efflux, flow cytometry. AID 1325. Q9UNQ0;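 active means inhibition above 80%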;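 further: 0% = DMSO and 100% = nicardipine control wells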
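Incubation: cells with compound and JC-1, 10 min at 25 °C, rotating, no wash / Test system: IgMXP3 (ABCG2) plus far-red-tagged CCRF-Adr (ABCB1) cells / Compound dosing: one concentration, 6.6 µM final / Also added: JC-1 fluorescent substrate / Evaluation: efflux inhibition in percent versus controls / Detection: flow cytometry, 530 nm JC-1 signal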
HRas wt GTP – human HRas wildtype GTP binding, change in either direction; P01112; GST-Ras wt beads, Bodipy-FL-GTP binding, flow cytometry; actives lie on both sides; GTP binding activity, % at 10 µM; 190,000 tested, 0.14% active;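 active means GTP binding activity at least 20% away from the 100% baseline, either lowered as inhibitor or raised as activator; inconclusive means flagged as likely green fluorescent, judged across all proteins in the well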;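 further: 0% = unlabeled GTP competition control and 100% = no-compound control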
Rab2 wt GTP – changes GTP binding to wildtype dog Rab2A, up or down; P61105; AID 760; 190,000 tested, 0.19% active; GTP binding activity, % at 10 µM; GST-Rab2 wt beads, Bodipy-GTP binding, flow cytometry;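 active means GTP binding activity at least 20 points away from 100%, either lowered or raised; inconclusive means signal likely due to the compound's own green fluorescence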;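 further: 0% = beads with excess unlabeled GTP and 100% = no-compound control corrected for plate trend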
Mcl1 Noxa PPI – Mcl-1/Noxa interaction inhibition; inhibition, % at 21.7 µM; TR-FRET Mcl-1/Noxa peptide binding, 2 h; Q07820; 220,000 tested, 1.5% active;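 active means compounds that cut the protein-peptide binding signal by more than 50% relative to plate controls in a single-dose test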;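 further: His-tagged Mcl-1 with rhodamine Noxa BH3 peptide and terbium anti-His antibody; 0% = Mcl-1 plus Noxa peptide wells and 100% = peptide-only wells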
Cdc42 wt – modulators (inhibitors or activators) of GTP binding to human Cdc42 wildtype | 190,000 tested, 0.2% active | P60953 | AID 761 | GST-Cdc42 beads, Bodipy-GTP binding, flow cytometry; actives lie on both sides | percent activity (GTP binding), % at 10 µM;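 active means percent activity GTP binding at least 20 points away from the 100% baseline, either down as inhibitor or up as activator; inconclusive means compound flagged as likely green fluorescent from well-wide comparison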;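 further: median bead fluorescence of bound Bodipy-FL-GTP at 100 nM; 0% = excess unlabeled GTP control and 100% = no compound control; below 100% means less GTP binding so inhibitor and above means activator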
Rac1 wt GTP bind – alters GTP binding to wildtype human Rac1 | GST-Rac1 beads, fluorescent GTP binding, flow cytometry; actives lie on both sides; 0 = cold GTP competed, 100 = untreated | 190,000 tested, 0.27% active | GTP binding activity (% of control), % at 10 µM;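 active means GTP binding activity at least 20 points away from the 100% control level, either lower or higher; inconclusive means compound flagged as likely green fluorescent, judged across all proteins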
ABCB1 block – blocks JC-1 efflux by human ABCB1 transporter. AID 1326. 190,000 tested, 0.067% active. CCRF-Adr cells, flow cytometry. inhibition, % at 6.6 µM. P08183; in the data active means inhibition above about 40%;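 further: 0% = vehicle and 100% = reference inhibitor; higher value means more JC-1 retained so stronger ABCB1 efflux block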
Target sequence (P08183 whole entry, looked up): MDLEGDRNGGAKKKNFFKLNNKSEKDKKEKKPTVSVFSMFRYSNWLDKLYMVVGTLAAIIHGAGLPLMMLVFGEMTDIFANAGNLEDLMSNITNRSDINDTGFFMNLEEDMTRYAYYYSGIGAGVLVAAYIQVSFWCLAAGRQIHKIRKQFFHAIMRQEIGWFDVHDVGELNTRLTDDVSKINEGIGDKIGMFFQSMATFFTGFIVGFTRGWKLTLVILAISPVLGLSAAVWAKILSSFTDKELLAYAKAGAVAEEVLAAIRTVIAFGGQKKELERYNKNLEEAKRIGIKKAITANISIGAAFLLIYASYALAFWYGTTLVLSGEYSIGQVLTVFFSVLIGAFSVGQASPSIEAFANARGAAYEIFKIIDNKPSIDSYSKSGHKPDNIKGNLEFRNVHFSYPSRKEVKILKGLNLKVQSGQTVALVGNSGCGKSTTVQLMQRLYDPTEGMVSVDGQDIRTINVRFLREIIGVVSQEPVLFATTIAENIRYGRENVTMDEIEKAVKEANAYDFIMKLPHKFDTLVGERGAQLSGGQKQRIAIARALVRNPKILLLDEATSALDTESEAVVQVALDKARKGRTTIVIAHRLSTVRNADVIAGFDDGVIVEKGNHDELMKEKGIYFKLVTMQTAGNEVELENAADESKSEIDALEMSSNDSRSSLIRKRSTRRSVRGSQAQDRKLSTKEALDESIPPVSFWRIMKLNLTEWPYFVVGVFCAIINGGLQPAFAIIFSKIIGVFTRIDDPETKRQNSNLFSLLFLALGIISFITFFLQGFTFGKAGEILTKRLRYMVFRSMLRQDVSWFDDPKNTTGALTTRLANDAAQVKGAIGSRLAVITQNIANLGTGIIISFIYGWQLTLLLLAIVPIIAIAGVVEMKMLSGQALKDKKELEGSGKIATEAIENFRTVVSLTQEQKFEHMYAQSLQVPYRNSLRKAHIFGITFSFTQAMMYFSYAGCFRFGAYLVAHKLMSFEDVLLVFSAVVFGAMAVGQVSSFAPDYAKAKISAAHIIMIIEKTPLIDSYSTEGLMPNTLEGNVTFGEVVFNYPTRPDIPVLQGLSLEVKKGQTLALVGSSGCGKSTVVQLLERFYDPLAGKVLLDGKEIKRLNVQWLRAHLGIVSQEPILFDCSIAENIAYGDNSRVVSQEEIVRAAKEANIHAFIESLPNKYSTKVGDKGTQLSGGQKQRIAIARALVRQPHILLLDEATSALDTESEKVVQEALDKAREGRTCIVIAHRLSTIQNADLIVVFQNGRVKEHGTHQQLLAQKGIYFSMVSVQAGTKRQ
Starred values were filed as active, the others as inactive. Random draw from the library; overall some 2.3% were active at least once.

Start of the listing, in advance:
For OC12CCCCC1C(c1ccc3c(c1)OCO3)N(Cc1cccc(F)c1)CC2 (stereo not given) the results were Rac1 mut GTP 99, Avidin fluor 35, Rab7 wt modul 100, ABCG2 block 2, HRas wt GTP 103, Rab2 wt GTP 101, Mcl1 Noxa PPI 17, Cdc42 wt 103, Rac1 wt GTP bind 103 and ABCB1 block 0.6.
`Cc1ccc(S(=O)(=O)CCSc2nc(C)cc(C(F)(F)F)c2C#N)cc1` gave Rac1 mut GTP inconclusive, Avidin fluor 8, Rab7 wt modul inconclusive, ABCG2 block 13, HRas wt GTP inconclusive, Rab2 wt GTP inconclusive, Mcl1 Noxa PPI -74, Cdc42 wt inconclusive, Rac1 wt GTP bind inconclusive and ABCB1 block 4.6.

The listing, repeating the preview:
For OC12CCCCC1C(c1ccc3c(c1)OCO3)N(Cc1cccc(F)c1)CC2 (stereo not given) the results were Rac1 mut GTP 99, Avidin fluor 35, Rab7 wt modul 100, ABCG2 block 2, HRas wt GTP 103, Rab2 wt GTP 101, Mcl1 Noxa PPI 17, Cdc42 wt 103, Rac1 wt GTP bind 103 and ABCB1 block 0.6.
`Cc1ccc(S(=O)(=O)CCSc2nc(C)cc(C(F)(F)F)c2C#N)cc1` gave Rac1 mut GTP inconclusive, Avidin fluor 8, Rab7 wt modul inconclusive, ABCG2 block 13, HRas wt GTP inconclusive, Rab2 wt GTP inconclusive, Mcl1 Noxa PPI -74, Cdc42 wt inconclusive, Rac1 wt GTP bind inconclusive and ABCB1 block 4.6.
COc1cccc(OCCNS(=O)(=O)c2cccc([N+](=O)[O-])c2)c1 was read as Rac1 mut GTP 95, Avidin fluor 11, Rab7 wt modul 96, Pf gamet viab -28, ABCG2 block 4, HRas wt GTP 97, Rab2 wt GTP 97, Mcl1 Noxa PPI -9, Cdc42 wt 95, Rac1 wt GTP bind 96 and ABCB1 block 0.6.
Screening CNc1nccc(-c2ccc(F)cc2)c1C#N returned Rac1 mut GTP 101, Avidin fluor 11, Rab7 wt modul 95, Pf gamet viab -2, ABCG2 block 1, HRas wt GTP 99, Rab2 wt GTP 101, Mcl1 Noxa PPI -7, Cdc42 wt 102, Rac1 wt GTP bind 102 and ABCB1 block -0.1.
`CC1(C)Cc2cccc(OCC(=O)Nc3cc(C(F)(F)F)ccc3N3CCOCC3)c2O1` gave Rac1 mut GTP 96, Avidin fluor 141*, Rab7 wt modul 96, ABCG2 block 13, HRas wt GTP 96, Rab2 wt GTP 94, Mcl1 Noxa PPI 1, Cdc42 wt 97, Rac1 wt GTP bind 96 and ABCB1 block 1.9.
For NS(=O)(=O)c1ccc(CCNC(=O)CSc2nc3ccsc3c(=O)n2CC2CCC(C(=O)O)CC2)cc1 (stereo not given) the results were Rac1 mut GTP 96, Avidin fluor 24, Rab7 wt modul 93, Pf gamet viab -17, ABCG2 block 2, HRas wt GTP 92, Rab2 wt GTP 96, Mcl1 Noxa PPI 18, Cdc42 wt 93, Rac1 wt GTP bind 93 and ABCB1 block -0.1.
For NC(=O)c1c(C(F)(F)F)cc(-c2ccccc2)nc1NCCO the results were Rac1 mut GTP 100, Avidin fluor 12, Rab7 wt modul 100, ABCG2 block 2, HRas wt GTP 100, Rab2 wt GTP 103, Mcl1 Noxa PPI 23, Cdc42 wt 103, Rac1 wt GTP bind 107 and ABCB1 block 0.1.
`O=C(Nc1cccc(Cl)c1)c1ccc2c(=O)n3c(nc2c1)CCCCC3` gave Rac1 mut GTP 98, Avidin fluor 29, Rab7 wt modul 100, Pf gamet viab 19, ABCG2 block 13, HRas wt GTP 100, Rab2 wt GTP 99, Mcl1 Noxa PPI 1, Cdc42 wt 103, Rac1 wt GTP bind 103 and ABCB1 block 2.9.
For NC(=O)c1nnn(-c2nonc2N)c1-c1ccc([N+](=O)[O-])cc1 the results were Rac1 mut GTP 96, Avidin fluor 10, Rab7 wt modul 102, Pf gamet viab 2, ABCG2 block 0, HRas wt GTP 98, Rab2 wt GTP 101, Mcl1 Noxa PPI -1, Cdc42 wt 100, Rac1 wt GTP bind 103 and ABCB1 block -0.1.
Screening O=[N+]([O-])c1ccccc1CSc1nnc2ccccn12 returned Rac1 mut GTP 96, Avidin fluor 9, Rab7 wt modul 107, Pf gamet viab -22, ABCG2 block 18, HRas wt GTP 100, Rab2 wt GTP 98, Mcl1 Noxa PPI 8, Cdc42 wt 102, Rac1 wt GTP bind 100 and ABCB1 block 2.1.
`Cc1ccccc1NC(=S)NCc1cccn1C` gave Rac1 mut GTP 100, Avidin fluor 6, Rab7 wt modul 102, ABCG2 block 3, HRas wt GTP 101, Rab2 wt GTP 104, Mcl1 Noxa PPI 10, Cdc42 wt 102, Rac1 wt GTP bind 104 and ABCB1 block 0.4.
For c1cnc2ccc(C(c3nnnn3C3CCCC3)N3CCN(c4nc5ccccc5s4)CC3)cc2c1 (stereo not given) the results were Rac1 mut GTP 91, Avidin fluor 26, Rab7 wt modul 90, Pf gamet viab 21, ABCG2 block 2, HRas wt GTP 91, Rab2 wt GTP 91, Mcl1 Noxa PPI -8, Cdc42 wt 92, Rac1 wt GTP bind 93 and ABCB1 block 2.8.
Screening O=C(c1cccs1)N1N=C(c2ccccc2)CC1c1ccccc1O (stereo not given) returned Rac1 mut GTP 93, Avidin fluor 2, Rab7 wt modul 89, ABCG2 block 9, HRas wt GTP 93, Rab2 wt GTP 93, Mcl1 Noxa PPI 15, Cdc42 wt 91, Rac1 wt GTP bind 94 and ABCB1 block 1.6.
CCCCNC(=O)COC(=O)c1ccc(C)c(NC(=O)c2ccco2)c1 was read as Rac1 mut GTP 97, Avidin fluor 11, Rab7 wt modul 91, Pf gamet viab -20, ABCG2 block 0, HRas wt GTP 92, Rab2 wt GTP 95, Mcl1 Noxa PPI -2, Cdc42 wt 95, Rac1 wt GTP bind 95 and ABCB1 block 0.1.
CC(Nc1ccc2c(c1)OCCO2)C(=O)N1CCc2ccccc21 (stereo not given) was read as Rac1 mut GTP 92, Avidin fluor 9, Rab7 wt modul 101, Pf gamet viab -17, ABCG2 block -1, HRas wt GTP 96, Rab2 wt GTP 97, Mcl1 Noxa PPI 20, Cdc42 wt 91, Rac1 wt GTP bind 95 and ABCB1 block 0.0.
Screening O=C(Nc1ccccc1Cl)C1(c2ccccc2)CC1(Cl)Cl (stereo not given) returned Rac1 mut GTP 99, Avidin fluor 14, Rab7 wt modul 99, Pf gamet viab -11, ABCG2 block -13, HRas wt GTP 97, Rab2 wt GTP 98, Mcl1 Noxa PPI 12, Cdc42 wt 102, Rac1 wt GTP bind 101 and ABCB1 block -2.6.
`N#Cc1nc(Cc2cccc3ccccc23)oc1NCc1ccc2c(c1)OCO2` gave Rac1 mut GTP 98, Avidin fluor 15, Rab7 wt modul 100, ABCG2 block 5, HRas wt GTP 102, Rab2 wt GTP 101, Mcl1 Noxa PPI 16, Cdc42 wt 102, Rac1 wt GTP bind 102 and ABCB1 block 0.3.
For CCn1ncc(/C=N\NC(=O)COc2ccccc2)c1C the results were Rac1 mut GTP 99, Avidin fluor 1, Rab7 wt modul 101, Pf gamet viab 9, ABCG2 block 7, HRas wt GTP 101, Rab2 wt GTP 98, Mcl1 Noxa PPI 15, Cdc42 wt 100, Rac1 wt GTP bind 103 and ABCB1 block 0.2.
`COc1ccccc1N(CC(=O)Nc1ccc(F)c(F)c1)S(C)(=O)=O` gave Rac1 mut GTP 95, Avidin fluor 10, Rab7 wt modul 94, ABCG2 block 4, HRas wt GTP 96, Rab2 wt GTP 96, Mcl1 Noxa PPI 15, Cdc42 wt 98, Rac1 wt GTP bind 96 and ABCB1 block 0.5.
Screening O=C(N/N=C/c1ccccn1)C1CC1 returned Rac1 mut GTP 102, Avidin fluor 8, Rab7 wt modul 100, Pf gamet viab 13, ABCG2 block 0, HRas wt GTP 101, Rab2 wt GTP 99, Mcl1 Noxa PPI 7, Cdc42 wt 103, Rac1 wt GTP bind 110 and ABCB1 block 0.0.
For O=c1oc2ccccc2cc1-c1cn(-c2ccccc2)c(=S)[nH]1 the results were Rac1 mut GTP 98, Avidin fluor 3, Rab7 wt modul 104, Pf gamet viab 10, ABCG2 block -10, HRas wt GTP 102, Rab2 wt GTP 100, Mcl1 Noxa PPI 38, Cdc42 wt 103, Rac1 wt GTP bind 106 and ABCB1 block -4.4.
For Nc1c(C(=O)NCc2ccc3c(c2)OCO3)nnn1-c1ccc(OC(F)(F)F)cc1 the results were Rac1 mut GTP 101, Avidin fluor 6, Rab7 wt modul 104, Pf gamet viab -19, ABCG2 block 1, HRas wt GTP 102, Rab2 wt GTP 101, Mcl1 Noxa PPI -13, Cdc42 wt 103, Rac1 wt GTP bind 104 and ABCB1 block 0.1.
Screening Cc1ccn2cc(-c3ccc(NS(=O)(=O)c4ccccc4)cc3)nc2c1 returned Rac1 mut GTP 95, Avidin fluor 12, Rab7 wt modul 93, Pf gamet viab 5, ABCG2 block 9, HRas wt GTP 92, Rab2 wt GTP 87, Mcl1 Noxa PPI 8, Cdc42 wt 93, Rac1 wt GTP bind 92 and ABCB1 block 0.1.
`C/C(=N\NC(=S)NC1CCCCC1)c1ccc(C)o1` gave Rac1 mut GTP 95, Avidin fluor 13, Rab7 wt modul 103, Pf gamet viab 2, ABCG2 block 13, HRas wt GTP 96, Rab2 wt GTP 95, Mcl1 Noxa PPI -3, Cdc42 wt 96, Rac1 wt GTP bind 101 and ABCB1 block 0.1.
COc1ccccc1N/C=C1/Sc2cc(Cl)ccc2NC1=O was read as Rac1 mut GTP 100, Avidin fluor 11, Rab7 wt modul 105, Pf gamet viab -17, ABCG2 block 20, HRas wt GTP 104, Rab2 wt GTP 106, Mcl1 Noxa PPI -4, Cdc42 wt 107, Rac1 wt GTP bind 99 and ABCB1 block 1.7.
Screening C/C(Cc1ccccc1)=N\NC(=O)CNC(=O)c1ccccc1Br returned Rac1 mut GTP 99, Avidin fluor 6, Rab7 wt modul 96, Pf gamet viab -15, ABCG2 block 0, HRas wt GTP 98, Rab2 wt GTP 98, Mcl1 Noxa PPI 16, Cdc42 wt 100, Rac1 wt GTP bind 100 and ABCB1 block 0.3.
Cc1ccc(OCC(=O)Nc2ccc3c(c2)nc(CCN2CCOCC2)n3C)cc1 was read as Rac1 mut GTP 102, Avidin fluor 10, Rab7 wt modul 103, ABCG2 block 1, HRas wt GTP 105, Rab2 wt GTP 105, Mcl1 Noxa PPI 8, Cdc42 wt 104, Rac1 wt GTP bind 104 and ABCB1 block 0.2.
